Screens (PubChem)
CHO parental Ca – counter-screen for OX1R antagonists: effect in parental CHO cells | 330,000 tested, 0.63% active | AID 463079 | parental CHO-K1, ATP-induced calcium, Fluo-8 fluorescence | inhibition, % at 5.6 µM;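 active = inhibition above that plate's mean sample inhibition plus 3 SD, cut at about 26% in these data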;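 note: 0% = ATP-challenged DMSO wells and 100% = DMSO wells without ATP; some compounds past the cut are filed as inactive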
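Assay system – parental CHO cells · Reagent – ATP stimulus · Detection – intracellular calcium via Fluo-8 no-wash fluorescent dye · Evaluation – percent inhibition of ATP-evoked calcium rise, normalized to controls · Controls – ATP wells versus no-ATP DMSO wells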
TAAR1 antag – antagonists of human TAAR1; 360,000 tested, 1.5% active; AID 624466; inhibition, % at 3 µM; Q96RJ0; CHO RD-HGA16 TAAR1, Fluo-8 calcium fluorescence, antagonist;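 active = inhibition above a per-plate cutoff, the mean inhibition of test compounds on that plate plus 3 SD, cut at about 49% in these data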;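 note: 0% = DMSO plus EC80 beta-PEA response and 100% = DMSO alone without agonist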
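Material: RD-HGA16 CHO cells with stable hTAAR1 and Gα16; Dosing: single nominal final test compound concentration of 3 µM; Schedule: seeding 17-24 h prior, 75-min 37 °C, 30-min RT dye loading; Detection: kinetic Fluo-8 calcium fluorescence measurement; Measure: % inhibition from peak post-agonist over basal fluorescence ratio; Benchmarks: vehicle and agonist controls.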
OXTR potentiate – potentiates the human oxytocin receptor response; P30559; 320,000 tested, 0.061% active; AID 2445; CHO-OTR cells, Fluo-8 calcium fluorescence, potentiator mode; 0% = oxytocin EC15, 100% = EC100; activation, % at 3 µM;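 active = activation above that plate's cutoff, the mean activation of tested compounds plus 3 SD, cut at about 6.6% in these data, passing the limit was not always enough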;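 note: 100% uses oxytocin at 75 nM as the full agonist control; some results filed as inactive read as strong as hits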
Target sequence (P30559 whole entry, looked up): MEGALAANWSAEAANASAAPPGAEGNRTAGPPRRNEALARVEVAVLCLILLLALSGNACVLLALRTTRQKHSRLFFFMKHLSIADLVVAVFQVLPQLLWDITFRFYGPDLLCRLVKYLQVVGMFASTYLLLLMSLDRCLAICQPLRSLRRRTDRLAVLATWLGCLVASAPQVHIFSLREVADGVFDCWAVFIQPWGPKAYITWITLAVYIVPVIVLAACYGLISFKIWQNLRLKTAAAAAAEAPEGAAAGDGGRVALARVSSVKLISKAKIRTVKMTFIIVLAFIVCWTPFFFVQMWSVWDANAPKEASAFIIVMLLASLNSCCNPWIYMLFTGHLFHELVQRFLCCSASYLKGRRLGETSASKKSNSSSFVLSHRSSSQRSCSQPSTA
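assay system = CHO-OTR cells, human receptor | schedule = compound 6 min at room temperature before oxytocin, 100 s read | detection = Fluo-8 intracellular calcium fluorescence, ex 470-495, em 515-575 nm | evaluation = normalized max/min fluorescence ratio, % activation | control set = EC15 oxytocin alone as 0%, 75 nM oxytocin (EC100) as 100%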
CHO-K1 Ca PAM – M1 PAM counterscreen hit in parental CHO-K1 cells. 360,000 tested, 0.02% active. ATP EC20, Fluo-8 calcium fluorescence; 0% at ATP EC20, 100% at ATP max. activation, % at 3 µM. AID 602247;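 active = activation above the run cutoff, the mean activation of all test compounds plus 3 SD, cut at about 40% in these data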;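 note: peak over basal fluorescence ratio in a 140 s read after ATP addition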
CHRM1 agonist – agonists of human M1 muscarinic receptor; 360,000 tested, 0.33% active; CHO-K1 hM1, Fluo-8 calcium fluorescence, agonist mode; 0% DMSO, 100% acetylcholine EC100; AID 588814; activation, % at 3 µM; P11229;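 active = activation above the run's mean compound activation plus 3 SD, cut at about 16% in these data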;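 note: peak over basal fluorescence ratio within a 140 s kinetic read after compound addition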
Target sequence (P11229 whole entry, looked up): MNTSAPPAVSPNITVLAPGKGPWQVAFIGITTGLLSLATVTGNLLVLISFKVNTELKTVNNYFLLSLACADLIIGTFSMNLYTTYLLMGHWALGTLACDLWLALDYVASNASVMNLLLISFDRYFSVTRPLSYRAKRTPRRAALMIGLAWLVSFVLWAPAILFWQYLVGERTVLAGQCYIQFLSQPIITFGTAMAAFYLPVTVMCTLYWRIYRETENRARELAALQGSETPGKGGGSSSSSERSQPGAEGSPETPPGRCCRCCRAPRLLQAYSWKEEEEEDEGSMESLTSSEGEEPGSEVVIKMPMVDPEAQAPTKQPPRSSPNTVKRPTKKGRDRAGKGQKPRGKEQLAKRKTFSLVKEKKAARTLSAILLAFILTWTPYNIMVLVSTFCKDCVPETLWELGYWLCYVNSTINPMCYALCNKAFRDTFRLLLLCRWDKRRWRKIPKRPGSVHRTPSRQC
TAAR1 ag – human TAAR1 agonism; Q96RJ0; AID 624467; CHO RD-HGA16 TAAR1, Fluo-8 calcium fluorescence; vehicle wells 0%, saturating PEA agonist 100%; 360,000 tested, 0.99% active; activation, % at 3 µM;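 active = activation above the mean activation of all test compounds in the run plus 3 SD, cut at about 38% in these data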
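System: CHO RD-HGA16 cells carrying human TAAR1 plus Gα16; Incubation: 17-24 h seeding, 75 min 37 °C dye, 30 min RT; Measured by: Fluo-8 fluorescence, 5 s baseline then 140 s kinetic read; Control set: DMSO and PEA EC100; Replication: single well for each compound.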
CHO-K1 Ca antag – M1 antagonist counterscreen hit in parental CHO-K1 cells | ATP-induced calcium, Fluo-8 fluorescence | inhibition, % at 3 µM | 360,000 tested, 0.6% active | AID 602250;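 active = inhibition above a per-plate cutoff, the plate's mean sample inhibition plus 3 SD, cut at about 24% in these data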;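 note: 0% = DMSO plus EC80 ATP and 100% = DMSO alone without ATP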
CHO-K1 Ca ag – M1 agonist counterscreen hit in parental CHO-K1 cells | 360,000 tested, 0.48% active | activation, % at 3 µM | AID 602248 | Fluo-8 calcium fluorescence; scaled to maximal ATP response, vehicle zero; in the data active = activation above about 15%;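 note: untransfected CHO-K1 host cells lacking M1 receptor as counterscreen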
CHRM1 antagonist – blocks human M1 muscarinic receptor. P11229. CHO-K1 hM1, Fluo-8 calcium fluorescence, ACh EC80 antagonist. inhibition, % at 3 µM. 360,000 tested, 1.3% active. AID 588852;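 active = percent inhibition above its own plate's cutoff, namely the mean of that plate's compound wells plus 3 SD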;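 note: peak over basal fluorescence ratio during 140 s after agonist addition; 0% = ACh EC80 plus DMSO and 100% = DMSO alone without agonist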
* hit, by the source's call; · = not tested or not shown.

SMILES	CHO parental Ca	TAAR1 antag	OXTR potentiate	CHO-K1 Ca PAM	CHRM1 agonist	TAAR1 ag	CHO-K1 Ca antag	CHO-K1 Ca ag	CHRM1 antagonist
NC(=O)c1ccc(C(=O)c2ccc([N+](=O)[O-])cc2)cc1	-11	-7	-2	18	-7	3	-7	1.5	-2
O=C(c1cc(-c2cccc(O)c2)on1)N1CCOCC1	0	-15	-6	2	0	1	3	0.6	-8
Cn1cc(-c2ccccc2C(=O)O)c(=O)c2ccccc21	-5	-9	-10	-2	-2	8	-16	1.4	-5
O=C(c1ccco1)N1CCCN(Cc2nc(-c3cccs3)no2)CC1	-19	-20	-2	-7	-6	0	-14	0.4	-7
Cc1c(NC(=O)C2CCN(S(=O)(=O)c3ccccc3)CC2)c(=O)n(-c2ccccc2)n1C	-6	-5	-6	5	-3	1	0	0.0	-1
COCCCNc1nc(N)c([N+](=O)[O-])c(NCc2ccccc2)n1	-42	-8	-10	9	2	11	-19	3.9	3
O=C1Nc2ccccc2C1(c1ccccc1)c1ccccc1	-27	-7	-18	19	-3	4	-11	1.7	1
CC(C)(C)c1csc(NC(=O)Cc2ccc(S(=O)(=O)N3CCOCC3)s2)n1	-3	25	-8	9	0	4	8	1.3	17
Cc1ccsc1C(=O)NC(C)c1ccccc1 (stereo not given)	-4	-9	-2	-3	-4	-4	-13	-0.2	6
CN(CC(=O)N(C)CC(=O)Nc1c(Cl)cccc1Cl)Cc1ccc(Br)s1	-25	-7	-3	11	-3	9	-14	1.1	16
O=C(NCCN1CCCC1)c1ccc(Cn2c(=S)[nH]c3cc4c(cc3c2=O)OCO4)cc1	0	-13	-5	4	-6	0	-7	0.4	9
Cc1cccc(OCc2ccc(C(=O)Nc3cc(C)on3)o2)c1	2	0	-4	-14	-1	0	-1	0.1	-11
CCOc1ccc(S(=O)(=O)NNS(=O)(=O)c2ccc(C)cc2C)cc1	-8	-6	-8	4	-3	6	0	0.9	-8
CCCCNC(=O)c1nn2cc(Br)cnc2c1Br	-15	5	1	·	·	4	·	·	·
FC(F)(F)c1cc(-c2cccs2)nc(N2CCOCC2)n1	-20	-12	-1	3	-2	29	1	-0.1	-18
Cc1cc(NC(=O)c2cc(-c3ccccn3)nc3ccc(Br)cc23)no1	-7	-6	-1	10	0	0	-9	0.4	-10
O=C(CNCc1ccccc1Cl)Nc1ccc2c(c1)OCCO2	-9	-4	-1	21	-2	2	-11	4.0	-18
COc1ccc(N(CC(=O)NC2CCCCC2)C(=O)CNC(=O)c2ccco2)cc1	-13	14	-2	13	-2	5	-4	0.9	-8
O=C(CSc1nnc(-c2cccnc2)n1-c1ccc(F)cc1)NCc1ccc2c(c1)OCO2	-1	-2	-6	5	-4	0	8	0.1	1
COc1cc(/C=C/C(=O)Nc2cc(S(=O)(=O)N3CCOCC3)ccc2N2CCCC2)cc(OC)c1OC	-10	-17	-7	9	-5	1	-12	1.0	-11
COc1ccc2nc(SCC(=O)Nc3ccc4c(c3)OCCO4)[nH]c2c1	-12	4	-5	14	-5	1	-35	2.3	-6
CCCc1c(C)nc(N2CCN(c3ccc(F)cc3)CC2)[nH]c1=O	-12	2	-3	5	0	0	-14	1.7	-7
COc1ccc(-c2noc(CSc3nc(N)cc(=O)[nH]3)n2)cc1	17	-5	-7	-5	3	4	5	9.5	8
CCNC(=S)SCCOc1ccccc1C	-2	-2	-3	15	-6	11	2	-0.6	-3
C[C@H](CO)N1C[C@H](C)[C@H](CN(C)CC2CCCCC2)Oc2ccc(NS(=O)(=O)c3ccc(F)cc3)cc2CC1=O	-11	-28	-4	18	-12	27	-19	1.6	-3
CC(C)c1cccc(OCCN2CCCC2)c1	-16	-18	0	-21	-8	1	11	0.4	33*
CCCCCc1cc(OC)cc2c1C(=O)OC(C)(C)O2	-25	-2	·	3	-1	2	-8	0.4	-13
Cc1ccc(-c2ccc(=O)n(CC(=O)N3CCN(c4cccc(C)c4)C(C)C3)n2)cc1 (stereo not given)	-29	-28	-8	2	-3	-5	-29	2.5	-7
O=C(CSc1ccc(Br)cc1)Nc1ccc(N2CCOCC2)cc1	-6	-2	-5	-1	-3	1	-1	0.2	-6
O=C(NC12CC3CC(CC(C3)C1)C2)c1ccc(N2CCNCC2)c([N+](=O)[O-])c1	0	-19	-6	8	-4	10	-2	4.4	0
CN1CCN(c2nc(-c3cccc([N+](=O)[O-])c3)nc3ccccc23)CC1	-7	2	-9	-1	0	9	-7	1.7	-6
COc1ccccc1C(NC(=O)C1CCN(CCOc2ccc3ccccc3c2)CC1)c1ccccn1 (stereo not given)	·	-10	·	13	-5	8	-7	1.4	-17
COc1ccc(-c2nc(CS(=O)(=O)CC(=O)NCc3ccccc3Br)c(C)o2)cc1	-15	-2	-8	8	-1	-1	-13	0.3	-6
O=C(NCc1ccc(Cl)cc1)C1CCC(CNS(=O)(=O)c2ccccc2)CC1 (stereo not given)	9	·	-12	4	-3	·	-8	8.2	-17
Cc1ccc2c(c1)CCCN2C(=O)c1ccoc1C	-8	-5	2	14	-4	12	-16	-0.5	-6
CC(C)c1nc(N2CCOCC2)c(C#N)c2c1COC(C)(C)C2	-26	19	5	11	-5	7	-8	0.4	-27
Cc1cc2ncn(C(=O)c3ccc(F)cc3)c2cc1C	0	6	-10	-10	3	2	-3	0.1	-11
COc1ccc(OC)c(C(=O)c2ccc(Cl)cc2)c1	-7	-3	-5	6	-7	14	-7	1.1	1
NC(N)=NCC(O)CN(c1ccccc1)c1ccccc1 (stereo not given)	-8	-19	3	12	-9	0	-8	-0.1	-6
NS(=O)(=O)c1ccc(NC(=O)CN2CCN(S(=O)(=O)/C=C/c3ccccc3)CC2)cc1	-1	-4	-1	-5	-3	8	0	0.5	2
CCCN(CCC)S(=O)(=O)c1ccc(N2CCCC2=O)c([N+](=O)[O-])c1	4	4	-8	18	-4	5	-1	0.3	2
COCCSc1nnc(NC(=O)C2CCCCC2)s1	-12	-11	-4	10	-6	5	5	0.2	-5
CCN1CCN(c2nc3ccccn3c(=O)c2/C=C(\C#N)S(=O)(=O)c2ccccc2)CC1	-18	-10	-7	9	-5	7	3	2.6	-4
Cc1nnc(N/N=C/c2ccccc2F)n1N	0	-16	-15	11	-5	5	-15	1.0	-2
COc1cccc(CC2(CO)CCCN(Cc3ccc4c(c3)OCCO4)C2)c1 (stereo not given)	-30	-17	-18	16	-7	3	-12	5.0	4
CCN(CC)C(=O)C1CCCN(C(=O)c2ccc3nc(-c4cccc(OC)c4)oc3c2)C1 (stereo not given)	·	16	·	15	1	10	-14	5.9	-15
Cc1cnc(C(=O)OCC(=O)c2cccc3ccccc23)cn1	-5	-10	-4	9	-5	-1	-2	0.7	-8
CCCCOC(=O)c1ccc(NC(=O)c2cnccn2)cc1	-6	3	-18	17	-2	1	-7	1.1	7
O=C1c2cccc3c([N+](=O)[O-])ccc(c23)C(=O)N1c1nccs1	14	45	-5	-8	-7	-3	21	-0.3	24*
O=C(COc1ccc(S(=O)(=O)N2CCOCC2)cc1Cl)NC1CC1	6	-4	-6	3	-4	-2	-8	0.2	-2
COc1cc(OC)c2c(-c3ccccc3)cc(=O)oc2c1C(CCN1CCCC(C)C1)c1ccc(N(C)C)cc1 (stereo not given)	-8	-1	0	11	-2	27	-7	3.0	-3
O=C(NC(=S)Nc1ccc(S(=O)(=O)Nc2nccs2)cc1)c1ccccc1	-6	-13	-4	-4	-3	0	8	0.6	-1
CCOC(=O)Cc1ncccc1C(=O)Nc1ccc(OC(F)(F)F)cc1	-15	1	-15	4	-1	3	-9	0.7	-5
CCCCSCCCNC(=O)Nc1cccc(OC)c1	-18	14	-4	6	-2	8	-13	4.5	7
COc1cc(OC)cc(C(=O)N[C@H](C(=O)Nc2ccc3c(c2)OCO3)C(C)C)c1	-16	-20	-13	14	-5	1	-5	0.0	0
CCOC(=O)N1CCN(C(=O)COC(=O)c2ccc(S(=O)(=O)N(CC)CC)cc2)CC1	5	5	-12	-10	-1	7	-2	0.6	-2
Cc1ccc(N2C(=O)CCC2(C(N)=O)c2ccccc2)cc1 (stereo not given)	-12	-1	-4	0	-1	4	-9	0.1	-7
O=C(c1cc(-c2ccc(F)cc2)nc2ccccc12)N1CCN(C2CCS(=O)(=O)C2)CC1 (stereo not given)	-13	4	-4	1	-1	15	-11	5.7	-5
O=C(CSc1nnc(-c2ccco2)o1)NCCc1ccccc1	-14	10	-4	7	-5	2	-19	-0.1	-6
Cc1ccccc1NC(=O)N1CCN(c2ncccn2)CC1	0	16	-3	17	-6	1	-4	0.5	-3
(further entries)
SMILES	CHO parental Ca	TAAR1 antag	OXTR potentiate	CHO-K1 Ca PAM	CHRM1 agonist	TAAR1 ag	CHO-K1 Ca antag	CHO-K1 Ca ag	CHRM1 antagonist
O=C(NCc1ccccc1)c1cccc(COc2ccccc2Cl)c1	57*	45	-19	6	-4	12	4	1.3	7
CCOc1cc(N2CCOCC2)c(OCC)cc1NC(=O)Cc1cccc(OC)c1	-25	-2	-6	-8	-4	13	-1	0.1	-4
CC(C)CCNC(=O)CCCc1ccccc1	-11	-13	5	-8	-2	2	2	0.0	-4
Nc1ncc2c(n1)-c1cc(Cl)ccc1SC2	-12	-16	-12	11	-1	3	-16	-0.8	-3
CC(=O)c1cccc(Nc2nc(-c3sc(C)nc3C)cs2)c1	-20	39	-15	7	-4	10	-3	4.0	-5
COc1ccc(CNC(=O)CCSCc2ccccc2C)cc1	-15	-40	-15	14	-5	0	-19	1.4	-1
Cc1cccc(N2C(=O)C3C4CC(C(Br)C4Br)C3C2=O)n1 (stereo not given)	1	-14	-2	13	0	4	-5	0.6	-5
CCOc1cc(S(=O)(=O)N2CCN(S(=O)(=O)CC)CC2)c(OCC)cc1-n1cnnn1	-14	7	-1	20	-3	1	-18	0.4	-12
Cc1ccc(NC(=O)c2ccc3c(=O)n4c(nc3c2)CCC4)cc1S(=O)(=O)N(C)C	·	-10	·	4	-5	4	-2	1.1	-4

3 of the entries above in order of the CHRM1 agonist value, lowest first:
compound | CHRM1 agonist | CHRM1 antagonist
NC(N)=NCC(O)CN(c1ccccc1)c1ccccc1 (stereo not given) | -9 | -6
Cc1c(NC(=O)C2CCN(S(=O)(=O)c3ccccc3)CC2)c(=O)n(-c2ccccc2)n1C | -3 | -1
CN1CCN(c2nc(-c3cccc([N+](=O)[O-])c3)nc3ccccc23)CC1 | 0 | -6
